Source: PubChem BioAssay (The Scripps Research Institute Molecular Screening Center)
M1 antag – blocks human M1 muscarinic receptor | P11229 | CHO-K1 hM1, Fluo-8 calcium fluorescence, ACh EC80 antagonist | inhibition, % at 3 µM | actives 1.3% (n = 360,000) | AID 588852;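 active = percent inhibition above its own plate's cutoff, namely the mean of that plate's compound wells plus 3 SD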;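 note: peak over basal fluorescence ratio during 140 s after agonist addition; 0% = ACh EC80 plus DMSO and 100% = DMSO alone without agonist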
CHO-K1 Ca ag – M1 agonist counterscreen hit in parental CHO-K1 cells; Fluo-8 calcium fluorescence; scaled to maximal ATP response, vehicle zero; activation, % at 3 µM; actives 0.48% (n = 360,000); AID 602248; in the data active = activation above about 15%;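 note: untransfected CHO-K1 host cells lacking M1 receptor as counterscreen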
CHO parental Ca – counter-screen: ATP calcium response change in parental CHO cells. parental CHO-K1, ATP-induced calcium, Fluo-8 fluorescence. inhibition, % at 5.6 µM. actives 0.63% (n = 330,000). AID 463079;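 active = inhibition above that plate's mean sample inhibition plus 3 SD, cut at about 26% in these data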;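 note: 0% = ATP-challenged DMSO wells and 100% = DMSO wells without ATP; some compounds past the cut are filed as inactive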
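Material – parental CHO cells · Reagent – ATP stimulus · Compound – single nominal dose of 5.6 µM per compound · Detection – Fluo-8 fluorescence · Read-out basis – percent inhibition of calcium signal · Controls – ATP-challenged DMSO wells low, unchallenged DMSO wells high · Repeats – no replicates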
M1 PAM parental – counter-screen for M1 PAMs: effect in parental CHO-K1 cells | ATP EC20, Fluo-8 calcium fluorescence; 0% at ATP EC20, 100% at ATP max | activation, % at 3 µM | actives 0.02% (n = 360,000);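 active = activation above the run cutoff, the mean activation of all test compounds plus 3 SD, cut at about 40% in these data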;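 note: peak over basal fluorescence ratio in a 140 s read after ATP addition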
OXTR potentiate – potentiates the human oxytocin receptor response; P30559; CHO-OTR cells, Fluo-8 calcium fluorescence, potentiator mode; 0% = oxytocin EC15, 100% = EC100; activation, % at 3 µM; actives 0.061% (n = 320,000); AID 2445;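 active = activation above that plate's cutoff, the mean activation of tested compounds plus 3 SD, cut at about 6.6% in these data, passing the limit was not always enough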;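 note: 100% uses oxytocin at 75 nM as the full agonist control; some results filed as inactive read as strong as hits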
Target sequence (P30559 whole entry, looked up): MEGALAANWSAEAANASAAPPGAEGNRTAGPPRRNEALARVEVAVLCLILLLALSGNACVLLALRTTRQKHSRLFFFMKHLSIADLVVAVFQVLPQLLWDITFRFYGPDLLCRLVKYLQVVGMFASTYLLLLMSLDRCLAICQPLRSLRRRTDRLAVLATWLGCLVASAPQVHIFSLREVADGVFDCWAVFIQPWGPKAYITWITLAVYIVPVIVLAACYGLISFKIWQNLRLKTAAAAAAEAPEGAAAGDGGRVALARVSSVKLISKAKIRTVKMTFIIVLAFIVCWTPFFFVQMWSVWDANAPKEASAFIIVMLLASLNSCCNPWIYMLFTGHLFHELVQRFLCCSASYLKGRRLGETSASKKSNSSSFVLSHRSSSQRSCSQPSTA
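System: human OTR in CHO cells; Also added: sub-maximal oxytocin, roughly EC15; Timing: compound 6 min at room temperature before oxytocin, 100 s read; Technique: Fluo-8 intracellular calcium fluorescence, ex 470-495, em 515-575 nm; Controls: oxytocin EC15 low and EC100 high; Replication: singlicate.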
TAAR1 antag – human TAAR1 antagonism; Q96RJ0; CHO RD-HGA16 TAAR1, Fluo-8 calcium fluorescence, antagonist; inhibition, % at 3 µM; actives 1.5% (n = 360,000); AID 624466;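 active = inhibition above a per-plate cutoff, the mean inhibition of test compounds on that plate plus 3 SD, cut at about 49% in these data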;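 note: 0% = DMSO plus EC80 beta-PEA response and 100% = DMSO alone without agonist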
Target sequence (Q96RJ0 whole entry, looked up): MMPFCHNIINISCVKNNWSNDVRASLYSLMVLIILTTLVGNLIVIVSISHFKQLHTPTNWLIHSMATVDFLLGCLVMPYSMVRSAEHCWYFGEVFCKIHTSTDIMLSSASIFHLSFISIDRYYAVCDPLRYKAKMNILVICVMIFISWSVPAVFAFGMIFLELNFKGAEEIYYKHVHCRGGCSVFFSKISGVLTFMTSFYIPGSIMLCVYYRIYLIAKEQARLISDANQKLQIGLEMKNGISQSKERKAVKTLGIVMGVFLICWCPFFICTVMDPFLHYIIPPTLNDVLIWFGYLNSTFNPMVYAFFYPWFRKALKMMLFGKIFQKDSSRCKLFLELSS
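Test system – hTAAR1-expressing CHO RD-HGA16 cells, Gα16-coupled · Also added – β-PEA at EC80 concentration, post-compound challenge · Compound – 3 µM, single point · Incubation – dye loading 75 min at 37 °C, then 30 min room temperature · Measured by – Fluo-8 intracellular calcium dye fluorescence, real-time kinetic reads · Benchmarks – vehicle and agonist controls · Replicates – singlicate, one well per test compound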
TAAR1 agonist – agonists of human TAAR1. Q96RJ0. CHO RD-HGA16 TAAR1, Fluo-8 calcium fluorescence; vehicle wells 0%, saturating PEA agonist 100%. activation, % at 3 µM. actives 0.99% (n = 360,000);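 active = activation above the mean activation of all test compounds in the run plus 3 SD, cut at about 38% in these data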
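System: CHO-derived RD-HGA16 cells with stable Gα16 and human TAAR1 / Times: 17-24 h plating, Fluo-8 75 min 37 °C, 30 min RT / Technique: calcium-sensitive Fluo-8 signal, excitation 470-495, emission 515-575 nm / Measure: % activation relative to PEA EC100 response / Benchmarks: DMSO and PEA EC100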
M1 ag – activates human CHRM1 receptor | P11229 | CHO-K1 hM1, Fluo-8 calcium fluorescence, agonist mode; 0% DMSO, 100% acetylcholine EC100 | activation, % at 3 µM | actives 0.33% (n = 360,000);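 active = activation above the run's mean compound activation plus 3 SD, cut at about 16% in these data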;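 note: peak over basal fluorescence ratio within a 140 s kinetic read after compound addition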
CHO-K1 Ca antag – counter-screen for M1 antagonists: effect in parental CHO-K1 cells; actives 0.6% (n = 360,000); inhibition, % at 3 µM; AID 602250; ATP-induced calcium, Fluo-8 fluorescence;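 active = inhibition above a per-plate cutoff, the plate's mean sample inhibition plus 3 SD, cut at about 24% in these data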;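 note: 0% = DMSO plus EC80 ATP and 100% = DMSO alone without ATP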
* = called active by the depositor; / = no result given.

#	mol	M1 antag	CHO-K1 Ca ag	CHO parental Ca	M1 PAM parental	OXTR potentiate	TAAR1 antag	TAAR1 agonist	M1 ag	CHO-K1 Ca antag
1	CCc1nc2c(=O)[nH]cnc2o1	-6	0.1	/	2	/	3	3	-3	-5
2	Cc1cc(NC(=S)N(CCN2CCOCC2)Cc2ccccc2F)ccc1Cl	-8	0.5	-29	13	-2	-6	-1	-4	-12
3	CC1(C)CC(NC(=O)c2ccc(-c3ccc([N+](=O)[O-])cc3)o2)CC(C)(C)N1	-9	0.2	-16	-13	4	-24	1	-3	-4
4	COc1ccc(OC)c(C2CC(c3ccc(NS(C)(=O)=O)cc3)=NN2C(=O)c2ccccc2)c1 (stereo not drawn)	-7	0.3	-14	11	-1	8	9	-10	-2
5	Cc1ccc(C(=O)CCC(=O)OCC(=O)NNC(=O)c2ccc([N+](=O)[O-])cc2)cc1	0	-0.4	-17	-14	-5	-31	8	-1	8
6	O=C(O)C1=C[C@H](c2csc3ccccc23)C[C@H](OCc2ccc(CO)cc2)O1	1	0.3	-3	12	0	-2	6	-4	-6
7	COc1ccc(/C=C2/SC(=O)N(CCC(=O)Nc3ccc(S(=O)(=O)Nc4nccs4)cc3)C2=O)cc1	-4	1.2	0	20	-18	-24	6	-7	-1
8	CCCCC(=O)Nc1ccc(C(=O)Nc2nnc(COC)s2)cc1	-5	0.0	-5	17	-2	-16	22	-1	-7
9	CCCN(CC1CC1)C(=O)CCc1nnc(C(OC)c2ccccc2)o1 (stereo not drawn)	-12	-0.6	-12	-7	2	26	6	-2	0
10	CCc1ccc(N2CC(C(=O)N3CCCC3)CC2=O)cc1 (stereo not drawn)	9	0.2	-11	-6	-5	-16	-1	-6	-1
11	O=C(CSc1nnc(Cn2nnc3ccccc32)o1)N(Cc1ccc(F)cc1)c1ccccc1	26	11	10	9	-11	32	7	-2	25*
12	Cc1ccccc1NC(=O)c1cc[n+]([O-])cc1	-12	1.1	-4	10	-18	-4	3	-3	-14
13	COc1cccc(CNC(=O)CSc2ccc(-c3ccco3)nn2)c1	22	3.1	-8	13	5	-18	0	-4	-6
14	CC(=O)N1C[C@@H](CO)[C@@H](N(C)C(=O)c2ccco2)C[C@H]1c1ccccc1	31	0.1	/	-5	/	-4	3	-1	15
15	CC(C)(CNCc1ccccc1)NS(=O)(=O)c1ccccc1	-2	0.1	-14	17	-6	2	11	-6	-6
16	C=CCn1c(SC(C)C(=O)NCCC2=CCCCC2)nc2ccccc2c1=O (stereo not drawn)	-10	-0.1	-25	15	-7	14	-1	-4	-7
17	CN(C(=O)COC(=O)c1ccccc1SCC(=O)N1CCCC1)C1(C#N)CCCCC1	2	1.1	-19	16	0	-8	8	-5	-15
18	Cc1cccc(OCC(=O)N(Cc2ccco2)c2c(N)n(Cc3ccccc3)c(=O)[nH]c2=O)c1	-8	0.2	-8	11	-7	-16	4	-4	-15
19	CCN1/C(=C/c2ccc3cc(C)ccc3[n+]2C)Sc2ccc3sccc3c21	9	2.0	/	-8	/	17	7	-9	12
20	Cc1nc2c(sc(=S)n2Cc2ccco2)c(=O)n1CC(=O)Nc1ccccc1	-13	2.8	-5	18	-10	-13	1	-5	-17
21	COc1ccc(N2CCN(CCNC(=O)c3ccc4c(c3)[nH]c(=S)n3c5ccccc5nc43)CC2)cc1	-3	0.3	-6	13	2	-6	11	-7	-8
22	CC(=O)Nc1cccc(C(=O)OCC(=O)N(c2ccccc2)C2CCS(=O)(=O)C2)c1 (stereo not drawn)	-14	1.8	/	13	/	-17	1	0	-13
23	Cc1ccc(-c2csc(N=C(N)N)n2)c(C)c1	-12	2.2	-3	10	-12	-29	38*	5	-6
24	CN1CCCN(C(=O)CC2(CC(=O)O)CCCC2)CC1	-2	0.1	11	21	-1	5	7	-16	-8
25	Cc1ccc(NC(=S)NCc2ccccc2Cl)c(C)c1	-4	0.9	-24	13	-7	-17	12	-6	-1
26	Cc1ccccc1Cn1c(=O)c2c(nc3n2CCN3Cc2ccco2)n(C)c1=O	-14	2.1	/	24	/	-7	4	-2	-15
27	CCN(CC)S(=O)(=O)c1cc(NC(=O)CNc2cccc(S(=O)(=O)N3CCOCC3)c2)ccc1C	10	2.5	8	19	-9	34	5	-3	7
28	C/C=C/c1ccc(OCc2cc(=O)n3cc(C)ccc3n2)c(OC)c1	-8	1.9	-20	24	0	-14	-1	-7	-13
29	Cc1oc2cc3oc(=O)c(CCC(=O)N(C)CC(=O)O)c(C)c3cc2c1C	-10	-1.0	3	8	-9	-8	-1	0	1
30	Cc1nc(SCC(=O)Nc2ccccc2C(F)(F)F)c2c(=O)n(C)c(=O)n(C)c2n1	-13	1.4	-9	21	3	13	0	-4	-10

Arranged by SMILES length (lowest first): some entries from above.
#	mol	M1 antag	CHO-K1 Ca ag	CHO parental Ca	M1 PAM parental	OXTR potentiate	TAAR1 antag	TAAR1 agonist	M1 ag	CHO-K1 Ca antag
25	Cc1ccc(NC(=S)NCc2ccccc2Cl)c(C)c1	-4	0.9	-24	13	-7	-17	12	-6	-1
24	CN1CCCN(C(=O)CC2(CC(=O)O)CCCC2)CC1	-2	0.1	11	21	-1	5	7	-16	-8
27	CCN(CC)S(=O)(=O)c1cc(NC(=O)CNc2cccc(S(=O)(=O)N3CCOCC3)c2)ccc1C	10	2.5	8	19	-9	34	5	-3	7

(list continues)
#	mol	M1 antag	CHO-K1 Ca ag	CHO parental Ca	M1 PAM parental	OXTR potentiate	TAAR1 antag	TAAR1 agonist	M1 ag	CHO-K1 Ca antag
31	Cc1ccc(OCC(=O)N2C(C)CCCC2C)c([N+](=O)[O-])n1 (stereo not drawn)	7	-0.1	-4	-4	1	-15	4	-3	2
32	O=C(OCC(=O)N1CCOCC1)c1ccccc1OCc1ccc(Cl)cc1	-3	0.2	-12	-1	4	-9	6	-1	-7
33	COC(=O)C1=NNC2(c3ccc(C)cc3)C(=O)N(c3cccc(C)c3C)C(=O)C12 (stereo not drawn)	5	2.0	-11	17	-1	0	9	-3	-7
34	Cc1ccccc1CC1(CO)CCCN(Cc2ccn[nH]2)C1 (stereo not drawn)	-4	0.1	-23	6	-8	-9	2	-13	1
35	COc1ccc(NC2CCCN(C(=O)c3ccc(C)nc3)C2)cc1 (stereo not drawn)	-13	0.7	-1	7	-2	-10	3	-3	-14
36	COc1cccc(NC(=O)C2(C)CCN2Cc2ccc(OC)c3ccccc23)c1 (stereo not drawn)	-13	1.1	/	30	/	-24	-1	-8	-24
37	Cc1c(CC(=O)NCCCC(=O)O)c(=O)oc2cc3oc4c(c3cc12)CCCC4	-6	0.1	3	11	-3	-2	-1	-3	3
38	Cc1nnc(SC(C)C(=O)Nc2ccc(S(=O)(=O)N3CCCCC3)cc2)s1 (stereo not drawn)	-6	1.4	2	11	-15	2	10	2	-15
39	CCOc1ccccc1NC(=O)COc1cccnc1[N+](=O)[O-]	-3	0.8	-26	-5	-3	15	8	-3	10
40	Cc1ccc(-c2c(C)n([O-])c3c([n+]2=O)CCCCC3)cc1	-2	7.3	-7	20	-14	8	4	-7	3
41	O=C(c1ccc(F)cc1)N1CCOC(c2nc(-c3ccc(F)cc3)no2)C1 (stereo not drawn)	-6	3.0	-7	10	-5	6	21	2	-17
42	CCOC(=O)C1=C(CS(=O)(=O)c2ccccc2)NC(=O)NC1c1ccccc1OC (stereo not drawn)	14	2.4	-20	5	-2	-10	2	-2	-15
43	Cc1ccccc1NC(=S)NCc1ccc2c(c1)cc(C)n2C	-5	0.5	-6	-2	-7	-2	0	-7	1
44	CCN(c1ccccc1)S(=O)(=O)c1ccc(N)c(OC)c1	-8	0.2	-9	13	-8	-5	12	-3	3
45	O=C(CN1CCN(C(=O)C2CCN(C(=O)/C=C/c3ccccc3)CC2)CC1)Nc1ccc(F)cc1	-7	5.0	/	9	/	-12	4	0	-13
46	COC(=O)c1ccc(NC(=O)CN2CCN(c3ccccc3)CC2)cc1	-3	6.0	0	13	1	-32	2	-5	3
47	O=C(O)c1cccc(S(=O)(=O)Nc2ccccc2Cc2ccccc2)c1	-8	-0.2	-16	-6	4	-9	-3	0	3
48	OC(CN1CCCCC1)c1ccc(Br)cc1 (stereo not drawn)	-1	-0.2	/	-23	/	0	3	-10	8

In another format: seven of the compounds above.
27	CCN(CC)S(=O)(=O)c1cc(NC(=O)CNc2cccc(S(=O)(=O)N3CCOCC3)c2)ccc1C
28	C/C=C/c1ccc(OCc2cc(=O)n3cc(C)ccc3n2)c(OC)c1
29	Cc1oc2cc3oc(=O)c(CCC(=O)N(C)CC(=O)O)c(C)c3cc2c1C
30	Cc1nc(SCC(=O)Nc2ccccc2C(F)(F)F)c2c(=O)n(C)c(=O)n(C)c2n1
31	Cc1ccc(OCC(=O)N2C(C)CCCC2C)c([N+](=O)[O-])n1 (stereo not drawn)
32	O=C(OCC(=O)N1CCOCC1)c1ccccc1OCc1ccc(Cl)cc1
33	COC(=O)C1=NNC2(c3ccc(C)cc3)C(=O)N(c3cccc(C)c3C)C(=O)C12 (stereo not drawn)
screen / no.	27	28	29	30	31	32	33
M1 antag	10	-8	-10	-13	7	-3	5
CHO-K1 Ca ag	2.5	1.9	-1.0	1.4	-0.1	0.2	2.0
CHO parental Ca	8	-20	3	-9	-4	-12	-11
M1 PAM parental	19	24	8	21	-4	-1	17
OXTR potentiate	-9	0	-9	3	1	4	-1
TAAR1 antag	34	-14	-8	13	-15	-9	0
TAAR1 agonist	5	-1	-1	0	4	6	9
M1 ag	-3	-7	0	-4	-3	-1	-3
CHO-K1 Ca antag	7	-13	1	-10	2	-7	-7
